# HDAC3 inh: blocks human histone deacetylase 3 | O15379 | recombinant HDAC3, fluorogenic peptide/trypsin coupled, fluorescence | inhibition, % at 8.3 µM | hit rate 0.15% among 320,000; in the data active = inhibition above about 26%, passing the limit was not always enough; inconclusive = no clear call, values can overlap the other calls
# Target sequence (O15379 whole entry, looked up): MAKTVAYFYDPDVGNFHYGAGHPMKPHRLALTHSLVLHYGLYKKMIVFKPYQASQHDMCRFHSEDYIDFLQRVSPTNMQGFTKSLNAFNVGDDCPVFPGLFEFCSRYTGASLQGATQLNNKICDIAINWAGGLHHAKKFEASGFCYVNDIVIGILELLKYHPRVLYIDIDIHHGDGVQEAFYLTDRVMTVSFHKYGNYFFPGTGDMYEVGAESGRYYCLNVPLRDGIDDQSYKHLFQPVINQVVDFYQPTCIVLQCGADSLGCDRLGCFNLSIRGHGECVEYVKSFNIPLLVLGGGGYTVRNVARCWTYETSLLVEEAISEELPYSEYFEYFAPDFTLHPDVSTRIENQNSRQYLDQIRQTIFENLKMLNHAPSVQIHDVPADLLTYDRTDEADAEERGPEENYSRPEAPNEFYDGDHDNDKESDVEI
# KCNK3 inh: human KCNK3 channel inhibition, primary screen. O14649. hit rate 0.84% among 340,000. CHO-KCNK3 thallium flux, FluxOR fluorescence; hits give low values. B-score at 10 µM. AID 602410;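 active = B-score under library mean minus 4 SD, starting fluorescence ratio at most library mean plus 5 SD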;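 also: more negative B-score means stronger inhibition of thallium flux through KCNK3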
# Target sequence (O14649 whole entry, looked up): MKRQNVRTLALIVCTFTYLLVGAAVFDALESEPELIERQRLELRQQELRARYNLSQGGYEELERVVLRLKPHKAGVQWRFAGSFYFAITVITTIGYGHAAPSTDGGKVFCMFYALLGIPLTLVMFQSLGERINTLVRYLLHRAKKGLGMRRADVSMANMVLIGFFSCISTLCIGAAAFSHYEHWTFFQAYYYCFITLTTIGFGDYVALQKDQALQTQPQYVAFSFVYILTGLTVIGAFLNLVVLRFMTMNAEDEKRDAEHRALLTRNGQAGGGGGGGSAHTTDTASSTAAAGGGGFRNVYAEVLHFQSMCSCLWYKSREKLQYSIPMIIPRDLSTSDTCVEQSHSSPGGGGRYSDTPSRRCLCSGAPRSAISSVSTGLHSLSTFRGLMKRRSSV
# ANO1 activ: activates or potentiates the mouse TMEM16A chloride channel; AID 623877; HEK293 TMEM16A/YFP-H148Q/I152L, iodide quench fluorescence; hits give low values; B-score at 10 µM; Q8BHY3; hit rate 0.3% among 340,000;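 active = fluorescence-ratio B-score plate-corrected deviation score at least 3 library SD below zero, with starting fluorescence score within 5 deviations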;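 also: channel opened by trigger with iodide after compound preincubation; score built on the fluorescence ratio of max minus min over baseline; more negative score means more quench and so TMEM16A activation or potentiation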
# * = called active by the depositor; i = inactive; ? = inconclusive. Not all compounds are listed; rates above refer to the full screens.
SMILES,HDAC3 inh,KCNK3 inh,ANO1 activ
O=C(COC(=O)c1ccc(Cl)nc1)Nc1ccc2c(c1)CCC2,2,i,i
O=C1CCc2cc(S(=O)(=O)Nc3ccccc3Cl)ccc2N1,4,i,i
Cc1nn(CSc2c(F)c(F)c(F)c(F)c2F)c(C)c1[N+](=O)[O-],-1,i,i
Cn1c(N)c(C(=O)CSc2nc(C3CC3)n(-c3ccccc3)n2)c(=O)n(C)c1=O,3,i,i
CC(Sc1ccc(S(=O)(=O)N2CCOCC2)cn1)c1ccccc1Cl (stereo not drawn),13,i,i
Cc1ccc(C(C)C)cc1OCC(=O)NCCCn1ccnc1,2,i,i
Cc1cc(C(=O)COC(=O)COc2ccccc2C#N)c(C)n1CC1CCCO1 (stereo not drawn),-1,i,i
Cc1ccc(S(=O)(=O)N2CCOCC2)cc1NC(=O)COC(=O)c1ccc(Cl)s1,-1,i,i
C=CCN1c2ccc(Br)cc2C(=O)CS1(=O)=O,3,i,i
Cc1ccc(CNC(=O)COC(=O)c2cc(C)oc2C)cc1,-1,i,i
Cn1c(N)c(C(=O)COC(=O)c2ccccc2C(F)(F)F)c(=O)n(C)c1=O,0,i,i
O=C(COC(=O)CCN1C(=O)C2CC=CCC2C1=O)NCCc1ccc(F)cc1 (stereo not drawn),8,i,i
CCOc1ncccc1C(=O)Nc1cccc(S(=O)(=O)N2CCOCC2)c1,0,i,i
COc1ccc(Cl)cc1NC(=O)CN(C)C(=O)Cn1[nH]c(=O)c2ccccc2c1=O,2,i,i
CN(C)CCOc1ccc(-c2c(-c3ccsc3)sc3ccccc23)cc1,10,i,i
Cc1onc(-c2ccccc2)c1C(=O)OCc1nnc(-c2ccc([N+](=O)[O-])cc2)o1,2,i,i
CC(OC(=O)/C=C/c1cccs1)C(=O)Nc1ccc(C(N)=O)cc1 (stereo not drawn),10,i,i
CC(C)(C)OC(=O)C[C@@H]1C/C=C\C[C@@H](CC(=O)N(CCO)Cc2ccccc2)C(=O)N2CCC[C@@H]2COC1=O,-6,i,i
COc1ccc(/C=C/C(=O)OCC(=O)NC2CCCC(C)C2C)c(OC)c1 (stereo not drawn),-6,i,i
O=C(Nc1cccc(S(=O)(=O)N2CCCCC2)c1)c1ccco1,-3,i,i
CC1CCN(C(=O)COC(=O)c2ccccc2C(=O)c2ccccc2)CC1,2,i,i
CCOC(=O)[C@H]1[C@H]2COc3ccc(Br)cc3[C@@H]2N2C(=O)CN(Cc3ccccc3)C(=O)[C@@]12C,3,i,i
Nc1nc(COC(=O)CCC(=O)c2ccc(Cl)cc2)nc(Nc2ccccc2)n1,0,i,i
C[C@H](CO)N1C[C@H](C)[C@@H](CN(C)C(=O)Nc2ccccc2)Oc2c(NC(=O)Nc3ccccc3)cccc2C1=O,0,i,i
COc1ccc(CNC(=O)COC(=O)[C@H](Cc2ccccc2)NC(=O)c2cccs2)cc1,12,i,i
CCCCn1c(N)c(N(CCC(C)C)C(=O)COC(=O)c2cccnc2Cl)c(=O)[nH]c1=O,-3,i,i
CCC1(CC)NC(=O)N(CC(=O)Nc2ccc(-n3cnnn3)cc2)C1=O,-1,i,i
CCOC(=O)[C@@H](C)NS(=O)(=O)N(Cc1ccccc1)[C@H](C(=O)OC)C(C)C,-3,i,i
Cn1nc(C(=O)OCC(=O)Nc2ccc(SC(F)F)cc2)c2ccccc2c1=O,-7,i,i
Cc1ccc(C)c(OCC(=O)NNC(=O)CCN2CCN(c3ccccc3)CC2)c1,2,i,i
C=CC[C@@H](CC(=O)N(CCO)Cc1ccccc1)C(=O)NC[C@H](OC(=O)[C@@H](CC=C)CC(=O)OC(C)(C)C)c1ccccc1,23,i,i
CC(=O)c1c(C)[nH]c(C(=O)OCC(=O)Nc2c(C)cccc2C)c1C,1,i,i
Cc1nc(SCC(=O)N2CCCC2=O)nc(C)c1C,-3,i,i
COc1ccc(S(=O)(=O)N2CCCCCC2)cc1C(=O)NCc1ccc(C)cc1,1,i,i
COc1ccccc1C(CNC(=O)C1CC(=O)N(Cc2ccccc2)C1)N1CCCC1 (stereo not drawn),1,i,i
C#CCOCCOCCOCCNc1nc(N2CCOCC2)nc(N2CCN(C(=O)[C@H](CO)n3cc([C@@H](N)C(C)C)nn3)CC2)n1,-3,i,i
CSCCC(NC(=O)c1ccco1)C(=O)NCC1CCCO1 (stereo not drawn),-6,i,i
CC(=O)c1ccc(S(=O)(=O)N(C)CC(=O)Nc2ccc(C)cc2)cc1,2,i,i
Cc1ccc(NC(=O)C2COc3ccccc3O2)cc1S(=O)(=O)N1CCOCC1 (stereo not drawn),-1,i,i
CCOc1ncccc1C(=O)OCC(=O)NCc1ccc(C(=O)OC)cc1,-6,i,i
COc1cc(NC(=O)c2ccc(S(=O)(=O)N(C)c3ccccc3OC)cc2)cc(OC)c1,8,i,i
CCCCN1C(=O)C(=O)N(CC(=O)Nc2ccccc2C(C)=O)C1=O,3,i,i
Cc1ccc(C(=O)N(C)CCOc2ccccc2)cc1S(=O)(=O)N1CCCCC1,4,i,i
COc1cc(C(=O)N[C@H](C(=O)NC2CCCc3ccccc32)C(C)C)cc(OC)c1OC (stereo partly drawn),8,i,i
CN(CC(=O)Nc1cccc(F)c1)C(=O)C1(c2ccccc2)CC1,1,i,i
O=C(COC(=O)COc1ccc(Br)cc1)NCc1ccccc1,2,i,i
NS(=O)(=O)c1cccc(NC(=O)c2cccc(S(=O)(=O)N3CCCCCC3)c2)c1,-4,i,i
Cc1ccc(C(=O)OCC(=O)NCCc2ccc(F)cc2)cc1S(=O)(=O)N1CCOCC1,-2,i,i
COc1ccc(CCN2CC(C(=O)Nc3nnc(Cc4ccccc4)s3)CC2=O)cc1OC (stereo not drawn),1,i,i
Cc1cc(C(=O)NN=Cc2c(C)[nH]c3ccccc23)c(C)o1,-2,i,i
CC(C)CN(C(=O)COC(=O)c1ccc(C#N)cc1)C1CCS(=O)(=O)C1 (stereo not drawn),1,i,i
COc1ccc(NC(=O)COC(=O)CCNC(=O)c2ccco2)cc1Cl,-5,i,i
COc1ccccc1N(CC(=O)Nc1cc(S(=O)(=O)N(C)C)ccc1C)S(=O)(=O)c1cccs1,1,i,i
COc1ccc(S(=O)(=O)NC2CCN(Cc3ccccc3)CC2)cc1NC(C)=O,5,i,i
O=C(CCSc1ccc(F)cc1)NNC(=O)c1ccc([N+](=O)[O-])cc1,1,i,i
Cc1cc(C)c(NC(=O)CN(C)C(=O)CNC(=O)c2cccs2)c(C)c1,-4,i,i
Cn1nnnc1Sc1ncnc2scc(-c3cc4ccccc4o3)c12,8,-13*,i
CC(C)(C)OC(=O)C[C@H]1C/C=C\C[C@H](CC(=O)N[C@H](CO)Cc2ccccc2)C(=O)N[C@@H](Cc2ccccc2)COC1=O,-3,i,i
O=C1CN(C(=O)COC(=O)c2ccc([N+](=O)[O-])s2)c2ccccc2N1,2,i,i
N#CCC(=O)Nc1ccc(C(=O)OCC(=O)NC2CCCc3ccccc32)cc1 (stereo not drawn),0,i,i

# Remaining list, next part.
SMILES,HDAC3 inh,KCNK3 inh,ANO1 activ
CN1CCN(C2CCN(Cc3ccc(O)c4ncccc34)CC2)CC1,-6,i,i
Cc1ccc(C(=O)Nc2cccc(C(F)(F)F)c2)cc1NC(=O)c1[nH]cnc1C(N)=O,-4,i,i
Cc1ccc(S(=O)(=O)NCCNc2ccc(Br)c(C)c2)cc1,?,i,i
O=C(Cn1nnc(-c2ccc(F)cc2)n1)Nc1cccc(S(=O)(=O)N2CCCC2)c1,1,i,i
Cc1ccccc1C(=O)N1CCC(C(=O)Nc2ccc(C)c(S(=O)(=O)N3CCCCC3)c2)CC1,5,i,i
COc1ccccc1C(=O)NC(=O)COC(=O)Cc1ccc(F)cc1,5,i,i
COc1ccccc1NS(=O)(=O)c1ccc(C(=O)NCCCN2CCCC2=O)cc1,2,i,i
CC(=O)Nc1cc(C(=O)CSc2nnc(C3CC3)n2C2CC2)ccc1O,0,i,i
O=c1[nH]cnc2c1sc1nc(C(F)F)cc(-c3ccccc3)c12,7,i,i
CCN(C(=O)CSc1nnc(SC(C)C)s1)C1CCS(=O)(=O)C1 (stereo not drawn),-3,i,i
O=C(C[C@@H]1C/C=C\C[C@H](NC(=O)OCC2c3ccccc3-c3ccccc32)C(=O)OC[C@@H]2CCCN2C1=O)NCCO,0,i,i
COc1ccc([C@H]2Cc3cccc(O)c3C(=O)O2)cc1O,4,i,i
Cc1nc2ccc(NS(=O)(=O)c3ccc(F)c(F)c3F)cc2s1,1,i,i
O=C(/C=C/c1ccc(Cl)cc1Cl)OCC(=O)N1CCCC1,-4,i,i
C[C@@H]1CN([C@@H](C)CO)C(=O)c2cc(NC(=O)C3CC3)ccc2O[C@H]1CN(C)C,3,i,i
COc1ccc(CNC(=O)[C@]2(C)CCC[C@@]3(C)C4CC[C@@]5(C)C[C@]4(CCC32)CC5=O)cc1 (stereo partly drawn),4,i,i
O=C(COC(=O)c1ccc(Br)c(S(=O)(=O)N2CCOCC2)c1)NC1CC1,-10,i,i
COc1ccc(NC(=O)COC(=O)CCc2ccc(S(=O)(=O)N3CCOCC3)cc2)cc1OC,0,i,i
C[C@@H](NC(=O)c1nc[nH]c1C(=O)N1CCN(c2ccccc2)CC1)c1ccccc1,5,i,i
COc1ccccc1-c1nn(-c2ccccc2)cc1C(=O)N1CCN(C(=O)c2ccco2)CC1,-2,i,i
Cc1ccc(NC(=O)C/C(N)=N/OC(=O)Nc2ccc(C)c(Cl)c2)cc1,0,i,i
O=C(CN1CCN(S(=O)(=O)c2cccc(Br)c2)CC1)N1CCCCC1,2,i,i
COc1cc(OC)cc(C(=O)N2CCN(S(=O)(=O)c3ccc(Cl)s3)CC2)c1,-4,i,i
Cc1ccc(C)c(C(C)NC(=O)C2CC=CCC2C(=O)O)c1 (stereo not drawn),-6,i,i
CC(=O)C[C@H](O)CC(=O)[C@H]1OC(=O)CCCCCCCCc2ccccc21,0,i,i
CC(=O)c1cccc(S(=O)(=O)NCCCN2CCOCC2)c1,-1,i,i
CSc1ccc(S(=O)(=O)NCC(=O)OCC(=O)N2CCC(C)CC2)cc1[N+](=O)[O-],-4,i,i
COCc1cccc(C2=CC(=O)C[C@H](c3ccc(OC)cc3)C2)c1,0,i,i
CCCCNC(=O)CSc1ccc(S(=O)(=O)N2CCOCC2)cn1,-4,i,i
CN(C(=O)C1CCCCN1S(=O)(=O)c1ccccc1)c1ccccc1 (stereo not drawn),-6,i,i
COc1ccc(Cl)cc1NC(=S)NC(=O)c1ccco1,4,i,i
Cc1ccc(S(=O)(=O)N2CCOCC2)cc1C(=O)OCC(=O)NCCc1ccc(F)cc1,6,i,i
O=C(Cc1ccsc1)OCC(=O)c1ccccc1,3,i,i
O=C(OCC(=O)N1CCCCC1)c1ccc2c(c1)C(=O)N(Cc1ccco1)C2=O,1,i,i
C=CCC[C@@H](Cc1ccc(F)cc1)C(=O)OC[C@H](Cc1c[nH]c2ccccc12)NC(=O)[C@@H](CC=C)CC(=O)NCCO,?,i,i
COC(=O)c1ccc(C)c(NC(=O)CCCN2C(=O)NC(C)(C)C2=O)c1,-3,i,i

# Taken from the listing for reference:
SMILES,HDAC3 inh,KCNK3 inh,ANO1 activ
O=C(COC(=O)c1ccc(Br)c(S(=O)(=O)N2CCOCC2)c1)NC1CC1,-10,i,i
COc1ccc(NC(=O)COC(=O)CCc2ccc(S(=O)(=O)N3CCOCC3)cc2)cc1OC,0,i,i
C[C@@H](NC(=O)c1nc[nH]c1C(=O)N1CCN(c2ccccc2)CC1)c1ccccc1,5,i,i
COc1ccccc1-c1nn(-c2ccccc2)cc1C(=O)N1CCN(C(=O)c2ccco2)CC1,-2,i,i
Cc1ccc(NC(=O)C/C(N)=N/OC(=O)Nc2ccc(C)c(Cl)c2)cc1,0,i,i
O=C(CN1CCN(S(=O)(=O)c2cccc(Br)c2)CC1)N1CCCCC1,2,i,i
COc1cc(OC)cc(C(=O)N2CCN(S(=O)(=O)c3ccc(Cl)s3)CC2)c1,-4,i,i
Cc1ccc(C)c(C(C)NC(=O)C2CC=CCC2C(=O)O)c1 (stereo not drawn),-6,i,i
CC(=O)C[C@H](O)CC(=O)[C@H]1OC(=O)CCCCCCCCc2ccccc21,0,i,i
CC(=O)c1cccc(S(=O)(=O)NCCCN2CCOCC2)c1,-1,i,i
CSc1ccc(S(=O)(=O)NCC(=O)OCC(=O)N2CCC(C)CC2)cc1[N+](=O)[O-],-4,i,i
COCc1cccc(C2=CC(=O)C[C@H](c3ccc(OC)cc3)C2)c1,0,i,i
CCCCNC(=O)CSc1ccc(S(=O)(=O)N2CCOCC2)cn1,-4,i,i
CN(C(=O)C1CCCCN1S(=O)(=O)c1ccccc1)c1ccccc1 (stereo not drawn),-6,i,i
COc1ccc(Cl)cc1NC(=S)NC(=O)c1ccco1,4,i,i
Cc1ccc(S(=O)(=O)N2CCOCC2)cc1C(=O)OCC(=O)NCCc1ccc(F)cc1,6,i,i

# Next part.
SMILES,HDAC3 inh,KCNK3 inh,ANO1 activ
CCOc1ccc(C(C)=O)cc1COC(=O)CNC(=O)C12CC3CC(CC(C3)C1)C2,3,i,i
C[C@H](NC(=O)c1[nH]cnc1C(=O)Nc1nccs1)c1ccccc1,-6,i,i
Cc1cccc(NS(=O)(=O)c2cccc(C(=O)NNC(=O)c3ccccc3O)c2)c1,11,i,i
Cc1ccc(S(=O)(=O)/N=C(/Nc2ccc(O)c(C(=O)O)c2)c2ccccc2)cc1,-3,i,i
CN1C(=O)[C@H]2[C@@H](/C=C/c3ccccc3)N3C(=O)CN(Cc4ccccn4)C(=O)[C@@]3(Cc3ccccc3)[C@H]2C1=O,0,i,i

# Source: PubChem (several laboratories)
